Compound activity: PubChem BioAssay, NMMLSC
GSH fluor – compound fluoresces at 488/530 nm on GSH beads | GSH beads flow cytometry, compound fluorescence 488/530 nm; stronger effect = higher value | fluorescence (KMESF) at 10 µM | 0.25% of 190,000 active | AID 1776; in the data active = fluorescence above about 89;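 note: glutathione beads carrying GST-tagged Bcl family fusion proteins plus one bare bead set; values are compound well signal with DMSO vehicle wells as background; inactives centre near 16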
Bcl-XL Bim block – human Bim-Bcl-XL interaction inhibition; 0.04% of 190,000 active; Q07817; inhibition, % at 10 µM; Bim peptide-Bcl-XL binding, bead flow cytometry, fluorescence
Bim-Bcl-B – disrupts Bim peptide binding to human Bcl-B. Q9HD36. bead-based flow cytometry. inhibition, % at 10 µM. 0.073% of 190,000 active;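 note: 0% = tracer peptide without compound and 100% = reference inhibitor peptide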
RGS4-Gao reg – human RGS4-Galphao interaction regulation. P09471. Multiplexed bead flow cytometry, RGS4-Galphao binding; actives lie on both sides. binding response (% of control), % at 10 µM. 0.33% of 220,000 active; in the data active = binding response below about 49% or above about 150%; inactive = in between;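 note: fluorescent Galphao activated with aluminum fluoride binding bead-coupled RGS4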
Bim-Bcl-W – human Bim-Bcl-W interaction inhibition | bead-based flow cytometry, Bim peptide-Bcl-W binding | inhibition, % at 10 µM | 0.02% of 190,000 active;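 note: 0% = bound tracer without compound and 100% = peptide blocker; higher means less fluorescent Bim peptide bound to Bcl-W beads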
Bim-Bcl-2 – disrupts Bim peptide binding to human Bcl-2 | P10415 | Bead-based flow cytometry, Bim peptide-Bcl-2 binding | inhibition, % at 10 µM | 0.06% of 190,000 active | AID 950; in the data active = inhibition above about 40%; inconclusive = no clear call, values can overlap the other calls;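 note: 0% = no compound wells with probe peptide and 100% = reference peptide inhibitor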
Avidin bead fluor – compound fluoresces at 488/530 nm on avidin beads; compound fluorescence 488/530 nm, flow cytometry; stronger effect = higher value; fluorescence (KMESF) at 10 µM; 0.38% of 220,000 active; AID 1775; in the data active = fluorescence above about 47; note: inactives centre near 10
Bfl-1 Bim block – human Bim-Bfl-1 interaction inhibition; Q16548; Bead-based flow cytometry, Bim-Bfl-1 binding inhibition; inhibition, % at 10 µM; 0.12% of 190,000 active;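 note: 0% = wells without compound plus tracer and 100% = blocker peptide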
ABCB1 block – blocks JC-1 efflux by human ABCB1 transporter. P08183. CCRF-Adr cells, flow cytometry. inhibition, % at 6.6 µM. 0.067% of 190,000 active; in the data active = inhibition above about 40%;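 note: 0% = vehicle and 100% = reference inhibitor; higher value means more JC-1 retained so stronger ABCB1 efflux block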
Target sequence (P08183 whole entry, looked up): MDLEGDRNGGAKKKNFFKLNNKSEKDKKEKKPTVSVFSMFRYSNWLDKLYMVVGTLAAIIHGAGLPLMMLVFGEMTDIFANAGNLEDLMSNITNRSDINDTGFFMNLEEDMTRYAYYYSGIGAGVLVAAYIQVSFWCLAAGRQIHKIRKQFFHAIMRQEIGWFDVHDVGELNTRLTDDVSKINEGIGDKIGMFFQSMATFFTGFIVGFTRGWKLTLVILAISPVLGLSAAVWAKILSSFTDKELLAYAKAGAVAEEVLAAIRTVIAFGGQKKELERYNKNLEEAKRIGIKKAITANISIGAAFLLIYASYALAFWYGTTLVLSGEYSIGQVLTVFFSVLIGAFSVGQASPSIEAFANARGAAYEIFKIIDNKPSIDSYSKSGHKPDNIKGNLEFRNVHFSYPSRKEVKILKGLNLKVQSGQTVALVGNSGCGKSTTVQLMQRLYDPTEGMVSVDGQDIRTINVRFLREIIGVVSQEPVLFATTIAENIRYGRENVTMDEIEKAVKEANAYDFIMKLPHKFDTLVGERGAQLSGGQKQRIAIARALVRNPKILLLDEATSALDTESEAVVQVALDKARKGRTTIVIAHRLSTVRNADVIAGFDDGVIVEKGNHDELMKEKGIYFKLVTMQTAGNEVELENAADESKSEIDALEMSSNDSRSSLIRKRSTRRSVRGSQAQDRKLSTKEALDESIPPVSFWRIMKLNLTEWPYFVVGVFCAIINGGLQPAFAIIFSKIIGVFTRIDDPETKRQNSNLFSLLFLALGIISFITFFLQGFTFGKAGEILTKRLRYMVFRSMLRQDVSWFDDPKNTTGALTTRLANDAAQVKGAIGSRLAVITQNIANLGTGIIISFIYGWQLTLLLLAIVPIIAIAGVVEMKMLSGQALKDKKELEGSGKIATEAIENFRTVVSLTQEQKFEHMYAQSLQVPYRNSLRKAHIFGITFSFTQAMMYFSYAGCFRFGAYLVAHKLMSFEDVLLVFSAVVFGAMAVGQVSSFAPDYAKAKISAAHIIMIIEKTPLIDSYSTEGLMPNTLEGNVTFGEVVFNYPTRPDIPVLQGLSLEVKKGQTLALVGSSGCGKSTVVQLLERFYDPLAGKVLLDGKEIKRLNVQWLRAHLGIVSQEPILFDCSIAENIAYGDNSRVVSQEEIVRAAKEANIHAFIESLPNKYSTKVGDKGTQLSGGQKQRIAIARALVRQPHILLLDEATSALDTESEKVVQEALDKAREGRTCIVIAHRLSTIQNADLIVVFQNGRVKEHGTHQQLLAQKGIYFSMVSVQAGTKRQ
ABCG2 inh – blocks JC-1 efflux by human ABCG2 transporter; 0.1% of 190,000 active; IgMXP3 cells, flow cytometry; AID 1325; Q9UNQ0; inhibition, % at 6.6 µM;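 active = inhibition above 80%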;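 note: 0% = DMSO and 100% = nicardipine control wells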
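Test system: IgMXP3 (ABCG2) plus far-red-tagged CCRF-Adr (ABCB1) cells / Amount: 3 million cells/mL in well / Reagent: JC-1 transporter substrate / Timing: 10 min compound exposure, 25 °C / Signal: flow cytometry, 530 nm JC-1 signal / Read-out: percent efflux inhibition, scaled nicardipine 100% to DMSO 0% / Benchmarks: nicardipine as high control, DMSO as low control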
RGS7-Gao reg – modulates binding of RGS7 to human Galphao. P09471. Multiplexed bead flow cytometry; actives lie on both sides. binding response (% of control), % at 10 µM. AID 1439. 0.35% of 220,000 active; in the data active = binding response below about 49% or above about 150%; inconclusive = no clear call, values can overlap the other calls; inactive = in between;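 note: fluorescent Galphao held in activated GDP-AlF4 state binding bead-coupled RGS7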
Starred values were filed as active, the others as inactive; ? = inconclusive; . = no result given. Cut-off read from the data, not from the text of the source, unless noted: active = inhibition above about 40%.

SMILES | GSH fluor | Bcl-XL Bim block | Bim-Bcl-B | RGS4-Gao reg | Bim-Bcl-W | Bim-Bcl-2 | Avidin bead fluor | Bfl-1 Bim block | ABCB1 block | ABCG2 inh | RGS7-Gao reg
CCOC(=O)C1CCN(CC(O)COc2ccc(C(=O)CC)cc2)CC1 (stereo unspecified) | 46 | -4.0 | 1.0 | 90.4 | -3.0 | -3.0 | 15 | -5.0 | 1.0 | 2.6 | 87.9
Cc1ccc(NC(=O)CSc2ncccc2C(=O)Oc2cccc([N+](=O)[O-])c2)cc1Cl | 6 | 4.0 | 25.0 | 106.0 | 9.0 | 27.0 | 17 | 22.0 | -2.6 | -10.1 | 99.1
O=C(N/N=C/C=C\c1ccccc1[N+](=O)[O-])c1ccncc1 | 10 | 1.0 | 0.0 | 97.0 | 0.0 | 2.0 | 6 | 6.0 | 0.4 | 3.5 | 99.5
Cc1cccc(C)c1NC(=S)N/N=C/c1c(Cl)cccc1Cl | 18 | -4.0 | -6.0 | 104.3 | -5.0 | -4.0 | 12 | -5.0 | 0.9 | 6.9 | 103.1
O=C(Nc1cc(S(=O)(=O)N2CCCCC2)ccc1O)c1ccccc1NS(=O)(=O)c1ccc(F)c(F)c1 | 12 | -6.0 | 0.0 | 100.5 | -3.0 | 0.0 | 12 | -2.0 | 0.1 | 0.4 | 99.1
CC(C)Oc1cccc(C(=O)Nc2ccc(CN3CCOCC3)cc2)c1 | 32 | -7.0 | -9.0 | 102.6 | 0.0 | -9.0 | 15 | -19.0 | 0.6 | 1.8 | 101.5
COc1ccc(C)cc1NC(=O)c1ccc(NC(=O)CC2SC(N3CCCC3)=NC2=O)cc1 (stereo unspecified) | 36 | -9.0 | -11.0 | 99.8 | -6.0 | -9.0 | 14 | -18.0 | 0.5 | 33.5 | 100.7
CCOC(=O)CSc1nc(C)c(CC)c(C)c1C(N)=O | 16 | -2.0 | -2.0 | 102.7 | 0.0 | 0.0 | 7 | -6.0 | 0.2 | -0.4 | 100.4
O=C(O)c1ccc(CS(=O)(=O)Cc2ccccc2F)o1 | 23 | -6.0 | -6.0 | 103.5 | -2.0 | 0.0 | 11 | 0.0 | -1.5 | -13.8 | 103.5
O=C(c1ccco1)N1CCN(C(=O)N2c3ccccc3Sc3ccccc32)CC1 | 37 | 1.0 | 0.0 | 100.5 | 3.0 | 0.0 | 9 | 1.0 | -0.8 | -3.5 | 98.8
Cc1csc(Sc2nc3c(c(=O)[nH]c(=O)n3C)n2CCCc2ccccc2)n1 | 22 | -10.0 | -6.0 | 93.2 | 0.0 | -9.0 | 21 | -17.0 | 2.8 | 25.5 | 96.1
CCOC(=O)c1cnn2c(N)c(C#N)cnc12 | 13 | 0.0 | -3.0 | 97.2 | 0.0 | -3.0 | 7 | -4.0 | -0.1 | 3.3 | ?
CCOC(=O)C1(Cc2ccc(Cl)cc2)CCN(C(=O)c2ccoc2)CC1 | 16 | -3.0 | -9.0 | 88.7 | 3.0 | 0.0 | 3 | -3.0 | 1.0 | -0.8 | 81.1
CCCn1nc2cc(C(=O)NC3CCCc4ccccc43)ccc2c1OCC (stereo unspecified) | 19 | -5.0 | -2.0 | 97.4 | -2.0 | -5.0 | 8 | -1.0 | 0.9 | 7.0 | 99.1
COc1ccccc1-c1nnc2sc(-c3cc4ccccc4o3)nn12 | 10 | -1.0 | -2.0 | 100.9 | 4.0 | -2.0 | 18 | -5.0 | -0.1 | -0.3 | 100.2
COc1cc(C2C(C#N)=C(N)Oc3n[nH]c(-c4ccncc4)c32)cc(OC)c1OC (stereo unspecified) | 13 | -5.0 | -6.0 | 92.8 | -2.0 | -10.0 | 7 | -8.0 | 0.0 | 2.4 | 89.6
COc1ccc(S(=O)(=O)Nc2ccc(S(=O)(=O)N(C)C)cc2)cc1[N+](=O)[O-] | 7 | 0.0 | 0.0 | 106.7 | 2.0 | 6.0 | 15 | 2.0 | 0.4 | 1.1 | 106.1
O=C(Nc1ccc(Cl)c([N+](=O)[O-])c1)c1ccncc1 | 13 | -6.0 | -7.0 | 101.8 | -5.0 | -6.0 | 13 | -13.0 | 0.8 | 22.7 | 102.9
CNC(=S)N1N=C(c2ccc(C)cc2)CC1c1ccc(Cl)cc1 (stereo unspecified) | 15 | -5.0 | -4.0 | 97.1 | -4.0 | -1.0 | 34 | 0.0 | 0.1 | 1.1 | 99.4
Cc1ccc(-c2nn(-c3ccccc3)cc2C2SCC(=O)N2Cc2ccccc2)o1 (stereo unspecified) | 19 | -5.0 | -5.0 | 102.5 | 1.0 | -6.0 | 4 | -5.0 | -1.3 | -2.5 | 106.4
COCc1cc(C)c(C#N)c(=S)[nH]1 | 7 | -2.0 | -22.0 | 91.4 | -2.0 | -5.0 | 19 | 11.0 | 0.7 | 4.9 | 106.4
O=C1NC(=S)N/C1=C/c1cc([N+](=O)[O-])ccc1O | 33 | 0.0 | 12.0 | 104.1 | 13.0 | 10.0 | 4 | 3.0 | 0.2 | 0.3 | 98.6
COc1cc(/C=N/NC(=O)c2sc(N)c(C#N)c2C)ccc1O | 20 | -1.0 | -4.0 | 97.5 | 2.0 | -9.0 | 11 | -17.0 | -0.1 | 3.3 | 99.6
CCOc1c(OC)ccc2c3c(c(=O)oc12)CCCC3 | 25 | -9.0 | -11.0 | 97.9 | -2.0 | -8.0 | 12 | -14.0 | 0.9 | 6.3 | 96.6
O=C(c1ccc(Cl)nc1)N1CCN(C/C=C/c2ccccc2)CC1 | 10 | -3.0 | -2.0 | 97.4 | -3.0 | 4.0 | 5 | -4.0 | -0.2 | -0.4 | 93.8
(continued)
SMILES | GSH fluor | Bcl-XL Bim block | Bim-Bcl-B | RGS4-Gao reg | Bim-Bcl-W | Bim-Bcl-2 | Avidin bead fluor | Bfl-1 Bim block | ABCB1 block | ABCG2 inh | RGS7-Gao reg
CCOC(=O)N1CCC(NC(=O)c2cccnc2SC)CC1 | 17 | -1.0 | -1.0 | . | -1.0 | 0.0 | . | 0.0 | -0.2 | -0.7 | .
CCOc1ccc(N(CC(=O)NCCCOC)S(C)(=O)=O)cc1 | 8 | -2.0 | -2.0 | 104.6 | 0.0 | 0.0 | 12 | -2.0 | 0.6 | 1.6 | 104.5
Oc1c(N=NC(=S)Nc2ccccc2F)c2ccccc2n1Cc1ccc(Cl)cc1 | 12 | 1.0 | -6.0 | 96.9 | 1.0 | -2.0 | 16 | -1.0 | -0.3 | 1.3 | ?
O=C(CSC1=NCCS1)Nc1nc2c(s1)CCCC2 | 18 | -1.0 | -2.0 | 91.0 | -2.0 | 0.0 | 13 | 2.0 | 0.1 | 3.2 | 92.7
O=C(NC1CC1)C1CCC(=O)N1C1CCCC1 (stereo unspecified) | 12 | 1.0 | -4.0 | 100.3 | 2.0 | -7.0 | 9 | -5.0 | 0.2 | -0.6 | 106.4
O=C1C2C3C=CC(C3)C2C(=O)N1c1n[nH]c(-c2cccnc2)n1 (stereo unspecified) | 37 | -3.0 | -5.0 | 103.2 | -1.0 | -6.0 | 12 | -12.0 | 0.6 | 3.3 | 100.8
Clc1ncccc1-c1nnn(-c2ccccc2)n1 | 21 | -4.0 | -7.0 | 80.9 | -1.0 | -3.0 | 5 | -1.0 | 0.4 | 3.2 | 75.2
CC(Nc1c([N+](=O)[O-])c(=O)oc2ccccc12)C(Cl)c1ccccc1 (stereo unspecified) | 36 | 2.0 | -10.0 | 96.3 | -2.0 | -8.0 | 12 | -13.0 | 0.5 | 11.5 | 94.6
O=C(CCc1nc2ccccc2c(=O)[nH]1)OCC(=O)c1ccc(C2CCCCC2)cc1 | 5 | -4.0 | -3.0 | 100.3 | 0.0 | -3.0 | 2 | -1.0 | 0.1 | 0.4 | 97.8
CC(Oc1ccccc1)C(=O)Nc1cccc([N+](=O)[O-])c1 (stereo unspecified) | 14 | 0.0 | 0.0 | 98.2 | 1.0 | -1.0 | 10 | -3.0 | 0.2 | 8.2 | 94.6
COc1ccc(O)c(-c2cc(-c3cccs3)[nH]n2)c1 | 25 | -3.0 | 0.0 | 98.8 | -1.0 | -1.0 | 11 | 0.0 | 0.2 | 2.1 | 97.3
Cc1ccc2c(c1)c1nnc(SCC(=O)Nc3ccccc3C(F)(F)F)nc1n2CC(=O)O | 12 | 1.0 | 0.0 | 113.1 | 0.0 | 0.0 | 13 | -2.0 | -0.3 | 3.9 | ?
COc1ccc(S(=O)(=O)N(C)CC(=O)NCCC2=CCCCC2)cc1OC | 34 | -15.0 | -15.0 | 99.7 | -5.0 | -12.0 | 13 | -17.0 | 1.0 | 6.5 | 101.7
Cc1c(C(=O)N2CCC(Cc3ccccc3)CC2)cccc1[N+](=O)[O-] | 13 | -2.0 | 20.0 | 101.3 | 1.0 | -2.0 | 9 | -2.0 | 0.9 | 13.3 | 99.4
COc1cccc(/C(O)=C2/C(=O)C(=O)N(CCN(C)C)C2c2ccc(Br)cc2)c1 (stereo unspecified) | 21 | -1.0 | -2.0 | 96.9 | -3.0 | 1.0 | 17 | 0.0 | 1.0 | 3.1 | 99.5
CCCOc1ccc(-c2nnc(-c3ccncc3)o2)cc1 | 27 | 1.0 | -4.0 | 94.6 | 0.0 | -1.0 | 16 | -2.0 | 0.6 | 9.9 | 97.4
O=Cc1cccn1-c1ncc(Br)cn1 | 12 | 0.0 | -3.0 | 104.5 | 1.0 | -4.0 | 10 | -2.0 | 0.7 | 2.6 | 102.8
CCn1ccnc1CN1CCCC(C(=O)c2ccc3cc(OC)ccc3c2)C1 (stereo unspecified) | 10 | -6.0 | -8.0 | 100.9 | -3.0 | -1.0 | 3 | -9.0 | 5.6 | 10.1 | 105.8
COc1ccccc1NS(=O)(=O)c1cc(NC(C)=O)ccc1N1CCCCC1 | 12 | -10.0 | -62.0 | 94.8 | -5.0 | -5.0 | 9 | 19.0 | 1.6 | 3.2 | ?
CC(C)CN(C(=O)CN1CCN(c2ccc([N+](=O)[O-])cc2)CC1)c1c(N)n(CC(C)C)c(=O)[nH]c1=O | 12 | -5.0 | -5.0 | 102.6 | -2.0 | -5.0 | 27 | -12.0 | 0.6 | 3.3 | 103.3
CC(=O)Nc1cccc(NC(=O)c2cc(-c3cccnc3)nc3ccc(Cl)cc23)c1 | 22 | 0.0 | -1.0 | 103.6 | 1.0 | 0.0 | 9 | -3.0 | 0.1 | 1.6 | 100.0
Cc1ccc2cc(C=C(C#N)C#N)c(N3CCCCC3)nc2c1 | 22 | -9.0 | -10.0 | 101.5 | -2.0 | -12.0 | 22 | -16.0 | 0.4 | 12.9 | 97.1

Exported with tabs: part of the list above.
structure	GSH fluor	Bcl-XL Bim block	Bim-Bcl-B	RGS4-Gao reg	Bim-Bcl-W	Bim-Bcl-2	Avidin bead fluor	Bfl-1 Bim block	ABCB1 block	ABCG2 inh	RGS7-Gao reg
COc1ccc(O)c(-c2cc(-c3cccs3)[nH]n2)c1	25	-3.0	0.0	98.8	-1.0	-1.0	11	0.0	0.2	2.1	97.3
Cc1ccc2c(c1)c1nnc(SCC(=O)Nc3ccccc3C(F)(F)F)nc1n2CC(=O)O	12	1.0	0.0	113.1	0.0	0.0	13	-2.0	-0.3	3.9	?
COc1ccc(S(=O)(=O)N(C)CC(=O)NCCC2=CCCCC2)cc1OC	34	-15.0	-15.0	99.7	-5.0	-12.0	13	-17.0	1.0	6.5	101.7
Cc1c(C(=O)N2CCC(Cc3ccccc3)CC2)cccc1[N+](=O)[O-]	13	-2.0	20.0	101.3	1.0	-2.0	9	-2.0	0.9	13.3	99.4
